M. tuberculosis HTS: M. tuberculosis growth inhibition, HTS (AID 449762); M. tuberculosis H37Rv growth inhibition, 7H9 media; higher % means a stronger effect; inhibition, % at 25 µM; hits with a dose series show IC50 in µM; actives 0.59% (n = 330,000); in the data active = a potency from the dose series; inconclusive = inhibition above about 70% without an active follow-up result;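 also: bacterial growth assessed after seven days of incubation; strong numbers were not always called active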
VEEV TC-83 Vero: inhibitors of VEEV TC-83 cytopathic effect, confirmation, Vero cells (AID 588727). Vero cells, VEEV TC-83 cytopathic effect inhibition; higher % means a stronger effect. actives 0.13% (n = 350,000). one-dose inhibition, % at 20 µM; IC50 in µM for titrated hits; in the data active = a potency from the dose series; inconclusive = inhibition mostly from about 14% at the one dose, without a potency; inactive = the rest, 99 in 100 with inhibition below about 12%; also: strong numbers were not always called active
PhoP GFP inhibition: Inhibition of PhoP regulon, Salmonella typhi GFP reporter cells, confirmation, 4 h (AID 1850). inhibition, % at 50 µM, or IC50 in µM where a hit was titrated. actives 0.33% (n = 310,000). Salmonella Typhi PhoP-promoter GFP reporter, fluorescence, 4 h; higher % means a stronger effect; in the data active = a potency from the dose series; inconclusive = inhibition mostly from about 25% at the one dose, without a potency; inactive = the rest, 99 in 100 with inhibition below about 19%;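 also: 0% = induced wells with vehicle and 100% = uninduced wells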
M. tuberculosis: growth inhibition of non-replicating M. tuberculosis (AID 488890). actives 0.39% (n = 320,000). Mycobacterium tuberculosis non-replicating, growth inhibition; higher % means a stronger effect. one-dose inhibition, % at 25 µM; IC50 in µM for titrated hits; in the data active = a potency from the dose series; inconclusive = inhibition mostly from about 82% at the one dose, without a potency; inactive = the rest, 99 in 100 with inhibition below about 76%;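 also: plate controls were DMSO cells for no effect and high antibiotic wells for full effect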
influenza NS1A: NS1A inhibition, H1N1 influenza, cell based functional assay (AID 504329); NS1A functional cell-based assay, percent inhibition; higher % means a stronger effect; inhibition, % at 12.5 µM, or IC50 in µM where a hit was titrated; actives 0.3% (n = 340,000); in the data active = a potency from the dose series; inconclusive = inhibition above about 27% without an active follow-up result; also: strong numbers were not always called active
* marks the source's active call; other numbers are inactive results; i = inactive; ? = inconclusive; nt = no result given.

Value order: M. tuberculosis HTS | VEEV TC-83 Vero | PhoP GFP inhibition | M. tuberculosis | influenza NS1A
1. O=C(COC(=O)c1ccc(O)cc1)Nc1ncc(Cl)cc1Cl
→ 1% | i | 5% | 12% | 3%
2. Cc1ccc(C(C)n2cc(C(=O)NCc3cccnc3)nn2)cc1 (stereo unspecified)
→ -9% | i | 1% | 7% | -8%
3. COc1ccc(OC)c(S(=O)(=O)N2CCC(C(=O)NCc3ccccn3)CC2)c1
→ -2% | 0.6% | 14% | -7% | 7%
4. COc1ccc(S(=O)(=O)N2CCOCC2)cc1NC(=O)CSc1nnc2c(n1)[nH]c1ccccc12
→ -8% | 7.4% | 8% | -3% | -2%
5. CCN(C(=O)c1ccnn1C)c1ccccc1
→ 0% | 1.0% | 4% | -6% | 1%
6. CCOc1cc(N(CC)CC)ccc1/C=C(/C#N)c1nc2ccccc2[nH]1
→ 13% | 2.3% | -13% | 4% | 8%
7. CC(NC(=O)CCC(=O)c1cccs1)c1ccccc1 (stereo unspecified)
→ 0% | i | 6% | 13% | -2%
8. COc1cccc(CN2CC(C(=O)NCc3ccc(C)c(F)c3)CCC2=O)c1 (stereo unspecified)
→ 1% | 4.1% | -5% | 0% | 16%
9. Nc1cc(Cl)cc(Cl)c1
→ -10% | i | nt | -18% | -19%
10. CCC(=O)NNc1nc2c(F)cc(F)cc2s1
→ -5% | 0.4% | 7% | -18% | -3%
11. NCCCSC1=NCCCN1
→ 2% | i | 0% | 4% | -6%
12. Cc1nn(CC(=O)NCC(C)c2ccccc2)c(=O)c2cccn12 (stereo unspecified)
→ -3% | 1.1% | 0% | -5% | 7%
13. Clc1ccccc1OCc1nnc2n1CCCCC2
→ 4% | 0.1% | -1% | 2% | -9%
14. CN(Cc1ccccc1)C(=O)c1nc[nH]c1C(=O)N(C)Cc1ccccc1
→ -11% | 0.7% | nt | -18% | -5%
15. CCN(C(=O)CSc1nc2ccccc2n1CC)C1CCS(=O)(=O)C1 (stereo unspecified)
→ -2% | 0.4% | 1% | 2% | 1%
16. Cc1ccc2nc(C(F)C(F)(F)F)[nH]c2c1 (stereo unspecified)
→ 15% | 3.3% | 5% | -3% | -9%
17. Cc1ccccc1OCC(O)Cn1c2ccccc2c2ccccc21 (stereo unspecified)
→ 56% | 3.0% | 0% | 40% | 1%
18. C=CCn1c(N)c(C(=O)Nc2ccc(C)cc2)sc1=S
→ 8% | 1.2% | -1% | 13% | -9%
19. CCOc1ccc(S(=O)(=O)Nc2ccc(C(=O)NCC(c3ccco3)N(C)C)cc2)cc1 (stereo unspecified)
→ -10% | 2.3% | -5% | -7% | -5%
20. CC(C)(C)OC(=O)N1CCC(C(=O)Nc2ccc(C(=O)N3CCOCC3)cc2)CC1
→ 8% | 0.5% | nt | -2% | 0%

Grouped by structure: those above with a carbonyl joined to an NH by a bond outside any ring.
Value order: M. tuberculosis HTS | VEEV TC-83 Vero | PhoP GFP inhibition | M. tuberculosis | influenza NS1A
1. O=C(COC(=O)c1ccc(O)cc1)Nc1ncc(Cl)cc1Cl
→ 1% | i | 5% | 12% | 3%
2. Cc1ccc(C(C)n2cc(C(=O)NCc3cccnc3)nn2)cc1 (stereo unspecified)
→ -9% | i | 1% | 7% | -8%
3. COc1ccc(OC)c(S(=O)(=O)N2CCC(C(=O)NCc3ccccn3)CC2)c1
→ -2% | 0.6% | 14% | -7% | 7%
4. COc1ccc(S(=O)(=O)N2CCOCC2)cc1NC(=O)CSc1nnc2c(n1)[nH]c1ccccc12
→ -8% | 7.4% | 8% | -3% | -2%
7. CC(NC(=O)CCC(=O)c1cccs1)c1ccccc1 (stereo unspecified)
→ 0% | i | 6% | 13% | -2%
8. COc1cccc(CN2CC(C(=O)NCc3ccc(C)c(F)c3)CCC2=O)c1 (stereo unspecified)
→ 1% | 4.1% | -5% | 0% | 16%
10. CCC(=O)NNc1nc2c(F)cc(F)cc2s1
→ -5% | 0.4% | 7% | -18% | -3%
12. Cc1nn(CC(=O)NCC(C)c2ccccc2)c(=O)c2cccn12 (stereo unspecified)
→ -3% | 1.1% | 0% | -5% | 7%
18. C=CCn1c(N)c(C(=O)Nc2ccc(C)cc2)sc1=S
→ 8% | 1.2% | -1% | 13% | -9%
19. CCOc1ccc(S(=O)(=O)Nc2ccc(C(=O)NCC(c3ccco3)N(C)C)cc2)cc1 (stereo unspecified)
→ -10% | 2.3% | -5% | -7% | -5%
20. CC(C)(C)OC(=O)N1CCC(C(=O)Nc2ccc(C(=O)N3CCOCC3)cc2)CC1
→ 8% | 0.5% | nt | -2% | 0%

The main list resumes, starting two compounds before the break.
Value order: M. tuberculosis HTS | VEEV TC-83 Vero | PhoP GFP inhibition | M. tuberculosis | influenza NS1A
19. CCOc1ccc(S(=O)(=O)Nc2ccc(C(=O)NCC(c3ccco3)N(C)C)cc2)cc1 (stereo unspecified)
→ -10% | 2.3% | -5% | -7% | -5%
20. CC(C)(C)OC(=O)N1CCC(C(=O)Nc2ccc(C(=O)N3CCOCC3)cc2)CC1
→ 8% | 0.5% | nt | -2% | 0%
21. COc1ccc(N2CCN(C(CNC(=O)c3cccs3)c3ccco3)CC2)cc1 (stereo unspecified)
→ 2% | 2.3% | 1% | 11% | 2%
22. N#Cc1cc2cc3c(cc2nc1SCC(=O)N1CCCC1)OCCO3
→ -3% | 0.6% | 4% | -19% | 5%
23. CC(=O)Nc1ccc(S(=O)(=O)NCCC(=O)OC(C)C(=O)NC2(C#N)CCCCC2)cc1 (stereo unspecified)
→ -8% | i | nt | -15% | 3%
24. CCOC(=O)[C@H]1[C@H]2COc3ccc(Br)cc3[C@@H]2N2C(=O)CN(CC3CCCO3)C(=O)[C@@]12C (stereo partly specified)
→ -5% | 1.0% | nt | nt | -10%
25. COc1ccc2nc(SCC(=O)NN)cc(C)c2c1
→ -24% | i | 5% | 12% | 3%
26. CCOC(=O)c1nn(-c2ccc(F)cc2)c(=O)c2c(N)scc12
→ -1% | 0.3% | 19% | 7% | 2%
27. O=C(Cn1cnc2cc([N+](=O)[O-])ccc2c1=O)Nc1cccc(S(=O)(=O)N2CCOCC2)c1
→ -6% | 1.6% | 1% | 5% | -7%
28. OCC1(Cc2cccc(C(F)(F)F)c2)CCN(Cc2cc3ccccc3o2)CC1
→ 42% | i | 4% | 77% | 7%
29. CCOCCCNCc1cc(Cl)cc(Cl)c1OCC
→ 1% | i | -1% | -2% | -10%
30. O=C(Cn1ncc2c(=O)oc3ccccc3c21)N1CCN(c2ccccn2)CC1
→ -3% | 0.2% | 6% | 0% | 2%
31. COCCNC(=O)COC(=O)C1=Cc2ccccc2OC1
→ 4% | 1.0% | 7% | 17% | -6%
32. CCOCCCNC(=O)C1CCN(S(=O)(=O)c2ccc(C)cc2)CC1
→ -4% | 0.9% | -10% | 5% | 2%
33. O=c1c2ccccc2c(-c2ccccc2)nn1Cc1ccccc1
→ 2% | 3.4% | -9% | 1% | 1%
34. CCNC(=O)C(C)NC(=O)C1=NN(c2ccccc2)C(=O)CC1 (stereo unspecified)
→ 6% | 1.2% | 2% | -1% | -9%
35. Clc1ccc(-c2ccc(CNCC3CCCO3)o2)cc1 (stereo unspecified)
→ -8% | 5.3% | 7% | nt | -4%
36. CN(CC(=O)Nc1ccccc1Cl)C(=O)COC(=O)c1nc(Cl)c(Cl)c(Cl)c1Cl
→ -7% | 1.9% | -15% | 35% | -12%
37. N#Cc1cnn(Cc2ccccc2)c1N
→ 0% | 0.4% | 1% | -2% | 2%
38. Cc1ccc(NC(=O)/C(Cl)=C\c2ccccc2)cc1
→ 99% | 0.8% | 10% | ? | -6%
39. COc1ccc(Nc2ncc(C(=O)N3CCN(c4ccc(F)cc4)CC3)c3ccccc23)cc1
→ nt | 6.5% | -1% | 44% | 2%
40. CCCOP(=O)(OCCC)c1c([N+](=O)[O-])cc(C(F)(F)F)cc1[N+](=O)[O-]
→ 3.9µM* | 6.6% | -4% | ? | -1%
41. CCOc1ccc(NC(=O)N2CCc3ccccc3C2)cc1
→ -2% | 3.8% | -3% | 16% | 2%
42. O=C(NCCC1=CCCCC1)C1CCN(S(=O)(=O)c2cccc3nsnc23)CC1
→ -13% | 0.6% | -10% | -3% | -11%
43. CN(C)c1ccc(NC(=O)Oc2ccccc2)cc1
→ -2% | 0.5% | -8% | 21% | 18%

Single records (already shown):
CC(C)(C)OC(=O)N1CCC(C(=O)Nc2ccc(C(=O)N3CCOCC3)cc2)CC1 across the screens: M. tuberculosis HTS: 8%; VEEV TC-83 Vero: 0.5%; PhoP GFP inhibition: nt; M. tuberculosis: -2%; influenza NS1A: 0%
C=CCn1c(N)c(C(=O)Nc2ccc(C)cc2)sc1=S across the screens: M. tuberculosis HTS: 8%; VEEV TC-83 Vero: 1.2%; PhoP GFP inhibition: -1%; M. tuberculosis: 13%; influenza NS1A: -9%
